Screening results: PubChem, National Center for Advancing Translational Sciences (NCATS)
p53null 32C tox: selectivity test: cytotoxicity in p53 null cells, permissive temperature | H1299-neo p53 null cells, ATP luminescence, 24 h, 32C | Potency, µM (series often up to 46.1 µM), for inactives: top-dose activity change, negative = cytotoxicity, usual class: cytotoxic | actives 0.62% (n = 55,000) | AID 903;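 also: 0% = DMSO only and -100% = full killing by 100 µM tamoxifen; nearly all actives have a fitted effect of over 55% in size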
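H1299-neo (p53-null) cells, 600/well, were pre-incubated overnight at 37C, then exposed to compounds at up to 46 uM for 24 hr at 32C. Viability was measured as ATP content by luminescence, and AC50 values came from Hill fits.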
p53null 39C tox: selectivity test: cytotoxicity in p53 null cells, nonpermissive temperature; Potency, µM (doses to about 46.1 µM), without a hit: at the highest dose activity, negative = cell killing, actives largely listed as cytotoxic; actives 0.97% (n = 55,000); H1299 p53-null (neo) cells, 39C, ATPlite viability, 24 h;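 also: 0% = DMSO only and -100% = full killing by 100 µM tamoxifen; nearly all actives have a fitted effect of over 50% in size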
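H1299 lung cancer cells, p53-null (H1299-neo) or expressing p53 A138V (H1299-p53A138V), were plated overnight at 37C, then exposed to compounds at up to 46 uM for 24 hr at 39C. Viability was read by ATP-based luminescence.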
Numbers without * were called inactive; u = inconclusive; [ ] = remark or other dose. Calls follow the shape of the dose curve; as a rule, active = well fitted cell-killing curve with a large enough effect; inconclusive = small, poorly fitted or top-dose-only effect; inactive = no such curve, though single readings can be large or run the other way. Potency is read from the fitted curve at half-maximal effect. The list is partial, so the mix of outcomes need not match the whole.

canonical_smiles	p53null 32C tox	p53null 39C tox
Cc1cccc(N2C(=O)CS/C2=N\NC(=O)c2ccc(Br)cc2)c1C	5.5%	6.5%
O=C1SCCc2c1n(Cc1ccccc1)c1ccccc21	-1.8%	-13.2%
Cc1nc2ccccc2n1C(=O)N1CCOCC1	-1.0%	2.6%
CN1C(=O)CC2(CC(=O)N(Cc3ccccc3)C2)C1=O (stereo unspecified)	6.6%	13.3%
CCc1nnc2n1N=C(c1ccc(OC)cc1)CS2	4.2%	-2.7%
COc1ccc(OC)c(-c2cc(C(=O)NCc3cccs3)no2)c1	-9.7%	-16.5%
Cc1cc(Oc2cnn(C(C)(C)C)c(=O)c2Cl)cc(C(C)C)c1	-15.9%	2.6%
CC1SC(c2ccc(Cl)cc2)NC1=O (stereo unspecified)	-8.0%	1.1%
CCN(C(=O)CSc1nnc(Cn2nnc3ccccc32)o1)c1nc(C)cs1	11.2%	3.9%
CC1(C)Cc2noc(N)c2C(C)(C)N1OC(=O)c1ccco1	-4.8%	0.0%
CCCCNCc1cc(OC)c(OCC(N)=O)cc1Br	-7.9%	1.9%
CCN1CCN(CC(=O)Nc2ccc3c(c2)OCO3)C(=O)C1=O	2.1%	4.9%
C=C(C)Cn1c(CCCNC(=O)C(C)(C)C)nc2ccccc21	4.9%	11.2%
O=C(Nc1cccc(NC(=O)c2ccco2)c1)c1cnccn1	-8.9%	-10.8%
C#CC(CC)(CC)NC(=S)Nc1cccc(C(C)=O)c1	1.5%	-6.9%
Cc1nn(Cc2ccccc2)c2c1C(c1ccc(Cl)cc1)C(C#N)=C(N)O2 (stereo unspecified)	-4.2%	7.0%
Clc1cccc(NCc2nnc(SCc3ccc(Cl)cc3Cl)o2)c1	-10.4%	-0.4%
COc1ccc(/C=N/n2c(-c3ccco3)nc3ccccc3c2=O)cc1	10.9%	20.6%
O=C(O)CC1CCCC(c2ccccc2)C1=O (stereo unspecified)	-2.6%	3.3%
O=C(CN1C(=O)CC(c2ccccc2)=Nc2ccccc21)NCc1ccccc1	2.5%	-9.2%
COc1ccc(OC)c(NC(=O)CSc2nnc(Cn3c(=O)sc4ccccc43)n2C)c1	3.7%	0.0%
Cc1ccc(S(=O)(=O)n2ccc(-c3ccc(OCc4c(F)cccc4Cl)cc3)n2)cc1	-7.8%	-6.6%
C=CCSc1nc2c(c(C3CC=CCC3)c1C#N)CCC2 (stereo unspecified)	2.2%	1.2%
c1ccc(-c2nnc3sc(CN4CCc5ccccc54)cn23)cc1	-1.2%	9.2%
Cn1c(SCc2nc(-c3ccccc3)no2)nnc1-c1cccs1	-3.5%	-20.6%
CCCCC(CCC(=O)Nc1ccc(C(=O)OCC)cc1)C(=O)O (stereo unspecified)	-2.8%	-5.4%
CC1CC(C)CN(CCCNC(=O)COc2cc(=O)n(C)c3ccccc23)C1 (stereo unspecified)	4.0%	3.0%
Cc1cc(C(=O)Nc2cc(C)n(Cc3ccc(Cl)cc3)n2)no1	-1.7%	-11.6%
CS(=O)(=O)N(CC(=O)NCc1ccccc1)C1CCCCC1	-8.8%	-6.0%
Cc1ccc(NC(=O)CSc2ncn(-c3ccccc3)n2)cc1C	0.6%	-8.3%
CSc1nc2ccc(Cl)cc2[nH]1	-18.3%	-9.0%
O=C(Nc1cccc(F)c1)c1coc(=O)c(Br)c1	3.0%	22.0%
Cc1ccc(NC(=O)c2cc(-n3cnnc3)ccc2Cl)cc1	-10.5%	-1.3%
CCCNC(=S)NCCN1CCCCC1	2.5%	-1.6%
CSc1nc(C)cc(C)c1C(N)=O	0.3%	-4.3%
CCOc1ccccc1-n1c(CNc2ccc(F)cc2)nnc1SCC(=O)NCc1ccco1	8.6%	-6.1%
CCN(CC)CCOc1ccc2c(c1)C(=NNC(=O)c1ccccn1)c1cc(OCCN(CC)CC)ccc1-2	-3.3%	-0.9%
COC(=O)/C(N=Nc1c(C)n(C)n(-c2ccccc2)c1=O)=C(\C)O	-0.4%	-18.2%[1.84 µM]
Cc1nc2cc(C(=O)O)ccc2n1C1CCCCC1	-9.2%	-2.4%
Cc1cc(C)c2nc(SCC(=O)N3CC(=O)Nc4ccccc43)c(C#N)cc2c1	14.6%	-1.4%
Cc1ccc(OC(=S)Nc2ccc(O)cc2)cc1	-4.2%	-1.8%
Cc1ccc(-n2nnnc2-c2cnn(-c3ccc(F)cc3)c2C(F)(F)F)cc1	-6.1%	-5.7%
N#CCSc1ncccc1-c1nc2ccccc2[nH]1	-1.0%	27.2%
CCn1c(CNc2ccc(Cl)cc2)nnc1SCc1ccc(C)cc1	0.1%	-11.4%
O=C(CSc1nnnn1-c1cccc(F)c1)Nc1nc2ccccc2s1	-9.3%	3.7%
Cc1nn(-c2ccccc2Cl)c(Cl)c1/C=N/Nc1cccc(C(=O)O)c1	10µM*	14.1µM*
O=S(=O)(NCc1csc(-c2ccccc2)n1)c1ccc(Cl)s1	1.4%	-10.4%
COc1ccc(NC(=O)CCn2nnc(-c3ccc(C)cc3)n2)cc1OC	-0.9%	4.2%
COc1ccc2c(=O)c3c(=O)n(Cc4ccco4)c(C(C)C)nc3oc2c1	-1.1%	16.2%
CCCN(CCC)C(=O)c1c(NC(=O)CC)sc2c1CCCCC2	4.6%	10.4%

Going on with the list:
canonical_smiles	p53null 32C tox	p53null 39C tox
CNC(=O)c1[nH]cnc1C(=O)Nc1ccccc1OC	7.2%	14.6%
Cc1ccc(CNC(=O)C2CCN(S(=O)(=O)c3cccs3)CC2)o1	2.6%	13.8%
COc1cc(C)c(S(=O)(=O)Nc2ccc(CC(=O)O)cc2)cc1C	-6.9%	4.7%
c1ccc(-c2csc3nnc(SCc4ccc5c(c4)OCCO5)n23)cc1	-1.8%	-29.4%
S=c1[nH]nc(-c2cccnc2)n1-c1ccccc1	-0.7%	24.7%
COc1ccc(CN2CCN(C(=O)c3cc(OC)c(OC)c(OC)c3)CC2)cc1OC	-0.9%	3.2%
CC(C)CC(NC(=O)C(NC(=O)OC(C)(C)C)C(C)C)C(=O)NC(CCC(=O)OCc1ccccc1)C(N)=O (stereo unspecified)	7.9%	1.7%
CC(C)c1ccc(NC(=O)c2ccc(Br)o2)cc1	u	-21.2%
O=C(O)c1ccc(COc2c(F)c(F)c(F)c(F)c2F)o1	-5.4%	0.4%
Cc1ccc(-c2cc(C(=O)N/N=C/c3c[nH]c4ccccc34)n[nH]2)o1	-12.2%	-20.7%
CCN(CC)S(=O)(=O)c1ccc(F)cc1	-0.8%	-0.2%
CCCCOc1c(Br)cc(/C=N/O)cc1OCC	-2.2%	-8.6%
CC(/C=N/NC(=O)c1cc(C(C)C)[nH]n1)=C\c1ccccc1	0.7%	-18.3%
Cc1ccc(CC2SC(=O)NC2=O)cc1Cl (stereo unspecified)	6.4%	26.2%
O=C(NCc1nnc(SCc2ccc(F)cc2)n1-c1ccc(F)cc1)C12CC3CC(CC(C3)C1)C2	19.2%	7.0%
CCC(C)(C)NC(=O)C(c1ccco1)N(C(=O)CNC(=O)c1cccs1)c1cccnc1 (stereo unspecified)	-3.0%	12.2%
Cc1ccc(Nc2nnc(SC/C(O)=C(\C#N)c3nc4ccccc4[nH]3)s2)c(C)c1	-9.2%	4.5%
CCOC(=O)c1cc(-c2ccccc2)n(CCC(=O)NC(C)CC)c1C (stereo unspecified)	-1.3%	0.1%
CCN(CC)c1ccc(/C=C/C(=O)c2ccc(Br)cc2)cc1	-6.8%	-28.5%
O=C(NCC(=O)N(Cc1cccs1)C(C(=O)NC1CCCCC1)c1ccco1)c1cccs1 (stereo unspecified)	13.4%	13.7%
Cc1cc(NC(=O)CSc2nc3ccccc3n2CC(=O)N2CCC(C)CC2)no1	-5.4%	0.6%
CSc1nnc(COc2ccc(C)cc2)n1N	-5.3%	-22.0%
N#C/C(=C/c1ccc(Br)o1)C(N)=O	0.8%	17.5%
Cc1c(NC(=O)Nc2ccccc2Cl)sc(=S)n1C	2.0%	-10.9%
Cc1ccc(NC(=O)CSCC(=O)N2CCOCC2)cc1	13.9%	13.1%

Entries of single compounds, looked up by structure.
Record of CCN(CC)c1ccc(/C=C/C(=O)c2ccc(Br)cc2)cc1 : p53null 32C tox: -6.8%; p53null 39C tox: -28.5%
Record of COc1ccc(CN2CCN(C(=O)c3cc(OC)c(OC)c(OC)c3)CC2)cc1OC : p53null 32C tox: -0.9%; p53null 39C tox: 3.2%

More records
canonical_smiles	p53null 32C tox	p53null 39C tox
COc1cc(OC)cc(C(=O)NCC(=O)OCC(=O)c2ccc3c(c2)-c2ccccc2C3)c1	-14.6%	-0.7%
CCOc1ccc(N(CC(=O)NCC2CCCO2)S(=O)(=O)c2ccc(OC)c(OC)c2)cc1 (stereo unspecified)	-3.3%	4.2%
CCOc1ccc(Nc2nc(Cc3nnc(SCC(=O)N(CC)CC)n3C)cs2)cc1	-2.3%	-16.5%
CCC1Oc2ccc(C)cc2N(CC(=O)N(Cc2ccc(C)o2)C2CC(C)(C)NC(C)(C)C2)C1=O (stereo unspecified)	-6.8%	-1.5%
O=C1CCCN1Cc1ncnn1-c1ccccc1	0.9%	8.7%
COc1cccc(N(C(=O)Cn2nnc(-c3ccc(C)o3)n2)C(C(=O)NC(C)(C)C)c2cccs2)c1 (stereo unspecified)	-1.5%	0.0%
O=C(CSc1nnc(-c2ccco2)n1Cc1ccccc1)NCc1ccccc1	6.8%	-3.9%
COc1ccc(NC(=O)COC(=O)C2CCCCC2)c([N+](=O)[O-])c1	-4.5%	27.4%
O=C1CC(=O)CC(c2ccccc2Cl)C1	9.0%	-18.1%
CN(C)c1nc2n(c(=O)n1)C(C#N)CS2 (stereo unspecified)	-3.4%	13.7%
CC(C)CC(=O)NCCCN1CCN(CCCNC(=O)CC(C)C)CC1	4.6%	17.9%
CC(C(=O)N1CCCCC1)n1sc2ccccc2c1=O (stereo unspecified)	-9.4%	-9.1%
Cc1cc(C)nc(NS(=O)(=O)c2ccc(NC(=S)NC(=O)C(C)C)cc2)n1	-0.6%	2.4%
CCC(C)NC(=S)NNC(=O)c1ccc(C(C)(C)C)cc1 (stereo unspecified)	-1.7%	-6.7%
COc1ccc(NC(=O)CCS(=O)(=O)c2ccccc2)c(OC)c1	1.4%	-2.6%
CN1CCC(C2(O)c3ccccc3CSc3sccc32)CC1 (stereo unspecified)	-10.5%	-7.5%
O=[N+]([O-])c1ccc(C2CNC(c3ccccc3)O2)cc1 (stereo unspecified)	-7.9%	-10.1%
O=C1/C(=C/c2cccnc2)SC(=S)N1c1ccccc1	-4.0%	6.7%
Cc1ccc(C(=O)NCCc2nnc(SCC(=O)Nc3nc(-c4ccccc4)cs3)n2C)cc1	1.5%	4.7%
CCCN1C2CCCC1CC(NC(=S)Nc1cc(C)ccc1C)C2 (stereo unspecified)	-5.9%	-9.9%
COCC(C)NC(=O)c1ccc(Cl)c(Cl)c1 (stereo unspecified)	6.3%	5.0%
CCOc1ccc(C2=Nc3ccc(Br)cc3C(c3ccc(N4CCOCC4)cc3)=NN2)cc1	-22.3%	7.9%
Nc1nnc(SCC(=O)NCCOc2ccccc2)s1	3.6%	2.8%
Cc1cc(-c2ccccc2)nc2cc(C(=O)N(Cc3ccccc3)Cc3ccccc3)nn12	-4.4%	-22.4%
CC(=O)CSc1nnc(-c2ccc3c(c2)OCO3)o1	u	u
O=C(NNC(=O)c1cnccn1)c1cccc([N+](=O)[O-])c1	-10.3%	-8.6%
COc1ccc(OCC(=O)N2CCN(C(=O)c3cccs3)CC2)cc1	-1.3%	1.2%
COc1ccc(CCNC(=O)CSc2nnc(-c3ccccc3)c3ccccc23)cc1OC	-6.2%	7.9%
CC(C)(C)C(=O)Nc1nc(-c2ccccc2)ns1	u	u
C/C(=N\NC(=O)CCc1c[nH]c2ccccc12)c1cccc([N+](=O)[O-])c1	-2.2%	11.7%[1.84 µM]
COc1ccccc1N(CC(=O)NCc1ccccc1)C(=O)CCC(=O)Nc1ccccn1	3.7%	16.0%
O=C(NCCc1csc(-c2cccnc2)n1)c1cccs1	2.9%	-6.0%
Cn1c(C(=O)N2CCc3ccccc3C2)cc2oc3ccccc3c21	-10.8%	u
COCCn1nnnc1CN1CCC(NC(=O)c2ccc(Br)cc2)CC1	-6.1%	8.7%
Cc1cccc(N(C(=O)c2ccc(CN3CCOCC3)o2)C(C(=O)NC(C)(C)C)c2ccc(F)cc2)c1 (stereo unspecified)	-0.8%	-11.9%

Part of the list above, field by field.
Cc1cc(Oc2cnn(C(C)(C)C)c(=O)c2Cl)cc(C(C)C)c1
  p53null 32C tox = -15.9%
  p53null 39C tox = 2.6%
CC1SC(c2ccc(Cl)cc2)NC1=O (stereo unspecified)
  p53null 32C tox = -8.0%
  p53null 39C tox = 1.1%
CCN(C(=O)CSc1nnc(Cn2nnc3ccccc32)o1)c1nc(C)cs1
  p53null 32C tox = 11.2%
  p53null 39C tox = 3.9%
